12-hLO inh: inhibitors of human 12-lipoxygenase (ALOX12) | purified 12-hLO, xylenol orange hydroperoxide absorbance | 0.12% of 150,000 active | Potency, µM (highest dose often 57.1 µM), inactives show at the top dose activity change, negative = inhibition, most hits filed as inhibitors | AID 1452; further: potency means the concentration at half of the fitted maximal effect; nearly all actives have a fitted effect of over 55% in size; many of its hits are not listed in these tables
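150 nM 12hLO, 25 mM Hepes pH 7.0 + 0.01% Triton X-100; cpd preinc 15 min RT; 40 uM arachidonic acid, 30 min RT; Fe-XO 30 min; A573/A405 ratio as read-out.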
ALOX15B inhib: 15-hLO-2 (ALOX15B) enzyme inhibition; O15296; purified 15hLO-2, xylenol orange hydroperoxide absorbance; AID 881; 0.56% of 110,000 active; Potency, µM (titrated, usually from 57.1 µM), without a hit: at the highest dose activity change, negative = inhibition, actives largely listed as inhibitors; further: potency means the concentration at half of the fitted maximal effect; nearly all actives have a fitted effect of over 60% in size; many of its hits are not listed in these tables
Target sequence (O15296 whole entry, looked up): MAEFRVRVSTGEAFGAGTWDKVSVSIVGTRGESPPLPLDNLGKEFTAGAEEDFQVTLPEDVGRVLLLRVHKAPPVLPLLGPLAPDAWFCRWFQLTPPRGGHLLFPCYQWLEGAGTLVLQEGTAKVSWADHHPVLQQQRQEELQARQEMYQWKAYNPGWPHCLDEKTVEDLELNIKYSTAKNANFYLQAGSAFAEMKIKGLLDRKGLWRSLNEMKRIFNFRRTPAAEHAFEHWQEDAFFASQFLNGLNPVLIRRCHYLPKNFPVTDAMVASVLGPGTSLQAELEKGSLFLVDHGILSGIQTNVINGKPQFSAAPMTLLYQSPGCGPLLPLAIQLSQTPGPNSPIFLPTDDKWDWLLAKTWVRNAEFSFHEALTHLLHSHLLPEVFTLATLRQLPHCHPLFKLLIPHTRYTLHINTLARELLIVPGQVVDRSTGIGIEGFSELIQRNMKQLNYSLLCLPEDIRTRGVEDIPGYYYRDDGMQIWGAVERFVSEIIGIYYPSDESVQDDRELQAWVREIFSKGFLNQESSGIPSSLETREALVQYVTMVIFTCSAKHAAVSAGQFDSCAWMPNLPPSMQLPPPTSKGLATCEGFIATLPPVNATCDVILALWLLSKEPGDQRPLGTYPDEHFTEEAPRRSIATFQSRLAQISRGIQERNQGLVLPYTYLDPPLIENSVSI
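Purified human 15hLO-2 (50 nM) preincubated 15 min with compound, then 45 uM arachidonic acid for 90 min at RT in 25 mM Hepes pH 7.5, 0.01% Triton X-100. Hydroperoxide detected by Fe-xylenol orange; 573/405 nm absorbance ratio.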
PNC assembly inh: perinucleolar compartment assembly inhibition. PC3M PTB-GFP, PNC prevalence imaging, 16 h; stronger effect = lower value. activity change (PNC), negative = inhibition, % at 10 µM. 3.1% of 140,000 active. AID 2417;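 active means readout at or below -70, meaning at least 70% loss of cells showing the perinucleolar compartment, a nuclear body marking cancer cells; inconclusive means readout between -30 and a set limit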;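 further: plate controls were DMSO wells for no effect and camptothecin positive control wells for full effect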
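Compounds are pinned in duplicate onto adhered PC3M cells stably expressing GFP-tagged PTB and incubated 16 h at 37 C. Cells are then fixed, nuclei stained with Hoechst, and PNC-positive cells counted.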
IMPase inh: membrane-permeable compound that blocks inositol monophosphatase; P97697; CHO-M1 cells, IP1 accumulation, HTRF TR-FRET ratio; inhibition (IP1 accumulation), % at 46.1 µM; 120,000 tested, under 10 active; AID 901; active means well fitted curve in the direction sought with a large enough effect in the signal ratio, not every such curve was filed as active; inconclusive means small, poorly fitted or top-dose-only effect, or a change in a side signal; inactive means no such curve, though single readings can be large or run the other way; the % refers to the signal ratio;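 further: cells stimulated with carbachol in lithium chloride buffer; plate controls were DMSO basal wells for no effect and reference inhibitor wells for full effect; higher means more IMPase inhibition seen as more IP1 and lower FRET ratio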
Target sequence (P97697 whole entry, looked up): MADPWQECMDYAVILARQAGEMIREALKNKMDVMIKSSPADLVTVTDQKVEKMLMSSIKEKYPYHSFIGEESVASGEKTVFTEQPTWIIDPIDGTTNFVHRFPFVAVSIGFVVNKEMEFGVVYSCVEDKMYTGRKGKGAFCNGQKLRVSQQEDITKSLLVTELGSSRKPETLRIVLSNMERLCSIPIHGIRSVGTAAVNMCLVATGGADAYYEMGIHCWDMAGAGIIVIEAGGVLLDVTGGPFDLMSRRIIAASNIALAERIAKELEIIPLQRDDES
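Seeded CHO-M1 cells were dosed with compound at up to 46 uM, stimulated with carbachol for 30 min, then lysed in IP-One detection reagents. Higher IP1 lowers the TR-FRET signal.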
Numbers without * were called inactive; [ ] = remark or other dose. Unless noted, the call rests on the fitted dose curve; in most records, active means well fitted curve in the direction sought with a large enough effect; inconclusive means small, poorly fitted or top-dose-only effect, or another doubt; inactive means no such curve, though single readings can be large; an effect the other way counts as inactive or inconclusive. Unless noted, on the % scale 0 is the no-effect control and ±100 the full control effect. Not all compounds are listed; count on the stated rates, not on these rows.

How did CCOCc1cnc(C)nc1NCC(=O)c1c(C)[nH]c2ccc(OC)cc12 do in these assays?
12-hLO inh: -13%; ALOX15B inhib: 10%; PNC assembly inh: -19; IMPase inh: 2

How did O=C(NCc1ccncc1)C(=O)NCC(c1ccco1)N1CCN(c2ccc(F)cc2)CC1 (stereo not drawn) do in these assays?
12-hLO inh: -7%; PNC assembly inh: 30

What do the screens show for `CCOC(=O)CC(=O)CSc1ncnc2c1cnn2-c1ccccc1`?
12-hLO inh: -14%; ALOX15B inhib: -8%; PNC assembly inh: 3; IMPase inh: inconclusive

Results for CC(C)(C)C(=O)N1CCN(c2ccc([N+](=O)[O-])c(NCC3CCCO3)c2)CC1 (stereo not drawn) ?
12-hLO inh: 0%; ALOX15B inhib: -23%; PNC assembly inh: 32; IMPase inh: 5

How did CC(C)c1cc(C(=O)N/N=C/c2cccnc2)n[nH]1 do in these assays?
12-hLO inh: -2%; PNC assembly inh: -14

How did Fc1ccccc1Cc1nnc2n1N=C(c1ccc(Cl)cc1)CS2 do in these assays?
12-hLO inh: 2%; ALOX15B inhib: -4%; PNC assembly inh: 26; IMPase inh: -3

Results for CC(=O)c1cc(F)c(N2CCN(C(=O)c3ccco3)CC2)cc1C ?
12-hLO inh: 7%; ALOX15B inhib: 4%[2.29 µM]; PNC assembly inh: 47; IMPase inh: -8

How did Cc1ccc(NC(=O)C2CCN(S(=O)(=O)c3cccc4nonc34)CC2)nc1 do in these assays?
12-hLO inh: -3%; ALOX15B inhib: -1%; PNC assembly inh: -3; IMPase inh: 6

How did Nc1nc(SCc2ccc(Cl)cc2)[nH]c(=O)c1-c1ccccc1 do in these assays?
12-hLO inh: -4%; PNC assembly inh: inconclusive; IMPase inh: 6

How did O=C1C(Nc2cccc(O)c2)=C(N2CCCCC2)C(=O)c2ccccc21 do in these assays?
12-hLO inh: 2%; ALOX15B inhib: -15%; PNC assembly inh: 47; IMPase inh: 11

Results for O=C(NCCN1C(=O)S/C(=C\c2ccccc2)C1=O)c1cc(S(=O)(=O)N2CCOCC2)c(Cl)cc1Cl ?
12-hLO inh: -3%; PNC assembly inh: 7; IMPase inh: -1

Results for CCOc1ccc2[nH]c(=O)c(CN(Cc3cccnc3)C(=O)Nc3ccccc3OC)cc2c1 ?
12-hLO inh: -2%; ALOX15B inhib: 29%; PNC assembly inh: inconclusive; IMPase inh: -1

How did CCN(CC)CCCN1C(=O)C(=O)/C(=C(/O)c2ccc3c(c2)OCCO3)C1c1ccc(C)o1 (stereo not drawn) do in these assays?
12-hLO inh: -13%; ALOX15B inhib: 3%; PNC assembly inh: -19; IMPase inh: -1

What do the screens show for `Cc1ccc([N+](=O)[O-])cc1NC(=O)CN(C1CCCCC1)S(=O)(=O)c1ccc(Cl)cc1`?
12-hLO inh: -15%; PNC assembly inh: 13; IMPase inh: 14

Results for COC(=O)c1c(NC(=S)Nc2cc(OC)c(Cl)cc2OC)sc2c1CCCCC2 ?
12-hLO inh: -3%; PNC assembly inh: inconclusive

What do the screens show for `O=C(CSc1nnc(-c2ccncc2)n1C1CCCCC1)Nc1ccccc1`?
12-hLO inh: -2%; ALOX15B inhib: 13%; PNC assembly inh: 4; IMPase inh: -5

What do the screens show for `CCCCN(CC)Cc1ccc(CNC(=O)Nc2ccccc2)o1`?
12-hLO inh: 11%; ALOX15B inhib: 15%; PNC assembly inh: 11; IMPase inh: -12

What do the screens show for `COC(=O)c1ccc(CSc2nnc(CNC(=O)c3ccccc3F)o2)o1`?
12-hLO inh: 0%; ALOX15B inhib: -2%; PNC assembly inh: -22; IMPase inh: 5

Results for C(=C1/CCCC2=C1Nc1ncnn1C2c1ccccc1)/c1ccccc1 (stereo not drawn) ?
12-hLO inh: -2%; ALOX15B inhib: 48%[activator]; PNC assembly inh: inconclusive; IMPase inh: 8

What do the screens show for `COC(=O)c1ccc(CSc2nnc(Nc3ccc(C)cc3)s2)o1`?
12-hLO inh: -1%; ALOX15B inhib: -15%; PNC assembly inh: -20; IMPase inh: 5

4 compounds from above, sorted by number of heavy atoms, rising:
What do the screens show for `COC(=O)c1ccc(CSc2nnc(Nc3ccc(C)cc3)s2)o1`?
12-hLO inh: -1%; ALOX15B inhib: -15%; PNC assembly inh: -20; IMPase inh: 5

How did O=C1C(Nc2cccc(O)c2)=C(N2CCCCC2)C(=O)c2ccccc21 do in these assays?
12-hLO inh: 2%; ALOX15B inhib: -15%; PNC assembly inh: 47; IMPase inh: 11

Results for COC(=O)c1c(NC(=S)Nc2cc(OC)c(Cl)cc2OC)sc2c1CCCCC2 ?
12-hLO inh: -3%; PNC assembly inh: inconclusive

Results for O=C(NCCN1C(=O)S/C(=C\c2ccccc2)C1=O)c1cc(S(=O)(=O)N2CCOCC2)c(Cl)cc1Cl ?
12-hLO inh: -3%; PNC assembly inh: 7; IMPase inh: -1

Next section.
How did O=C1C2ON(c3ccccc3)C(c3ccncc3)C2C(=O)N1c1ccc(N2CCOCC2)cc1 (stereo not drawn) do in these assays?
12-hLO inh: 2%; ALOX15B inhib: 4%; PNC assembly inh: 5; IMPase inh: 6

What do the screens show for `O=C(c1ccco1)[C@@H]1[C@@H]2C(=O)N(c3ccccc3)C(=O)[C@@H]2C2c3ccccc3C=CN21` (stereo partly drawn)?
12-hLO inh: -10%; ALOX15B inhib: -22%; PNC assembly inh: 31; IMPase inh: 7

What do the screens show for `COc1ccc(N(CC(=O)Nc2cccc(C)c2)S(=O)(=O)c2c(C)n[nH]c2C)cc1`?
12-hLO inh: -18%; ALOX15B inhib: 11%; PNC assembly inh: 56; IMPase inh: 7

Results for COc1cc(/C=C/C(=O)c2cccs2)cc(OC)c1OC ?
12-hLO inh: -2%; ALOX15B inhib: -15%; IMPase inh: -4

How did O=C(N/N=C/c1ccccc1)c1ccc(CN2C(=O)c3cccc4cccc2c34)cc1 do in these assays?
12-hLO inh: 1%; PNC assembly inh: 38

How did Cc1cc(C)n2ncc(C(=O)Nc3ccc4c(c3)OCO4)c2n1 do in these assays?
12-hLO inh: -3%; ALOX15B inhib: -6%; PNC assembly inh: -13; IMPase inh: 5

Results for Cn1c(C(=O)NCCCN2CCOCC2)cc2c(=O)n(C)c3ccccc3c21 ?
12-hLO inh: 0%; ALOX15B inhib: 5%; PNC assembly inh: inconclusive; IMPase inh: 3

Results for COc1ccc(N=C2SC(CC(=O)Nc3ccccc3OC)C(=O)N2Cc2ccco2)cc1 (stereo not drawn) ?
12-hLO inh: -1%; PNC assembly inh: -104*

What do the screens show for `CC(C)CCn1cnc2c(cnn2-c2ccc(F)cc2)c1=O`?
12-hLO inh: 0%; ALOX15B inhib: -7%; PNC assembly inh: 0; IMPase inh: -8

How did CCOC(=O)C(NCc1ccccc1OC)(NC(C)=O)C(F)(F)F (stereo not drawn) do in these assays?
12-hLO inh: 2%; ALOX15B inhib: 0%; PNC assembly inh: inconclusive; IMPase inh: -6

How did O=C(Nc1ccc(OCC(=O)N2CCC(Cc3ccccc3)CC2)cc1)c1ccco1 do in these assays?
12-hLO inh: 0%; ALOX15B inhib: 9%; PNC assembly inh: inconclusive; IMPase inh: 4

How did CCN(CC(=O)NCc1cccs1)c1nnnn1-c1ccccc1 do in these assays?
12-hLO inh: -1%; ALOX15B inhib: -2%; PNC assembly inh: 4; IMPase inh: inconclusive

What do the screens show for `CCOC(=O)c1c(NC(=O)C2C3C=CC(CC3)C2C(=O)O)sc(C)c1CC` (stereo not drawn)?
12-hLO inh: 0%; PNC assembly inh: -4

How did CCOc1ccc(-c2nc(CSCC(=O)NC3CCCc4ccccc43)c(C)o2)cc1 (stereo not drawn) do in these assays?
12-hLO inh: 2%; ALOX15B inhib: -1%; PNC assembly inh: 13; IMPase inh: 1

What do the screens show for `COc1ccc(/C=N/Nc2nc3ccccc3c(=O)[nH]2)cc1`?
12-hLO inh: -7%; ALOX15B inhib: 9%; PNC assembly inh: 26; IMPase inh: -8

How did Fc1ccc(-c2n[nH]c(=S)n2CC2CCCO2)cc1 (stereo not drawn) do in these assays?
12-hLO inh: 1%; ALOX15B inhib: 0%; PNC assembly inh: 52; IMPase inh: -9

How did O=C(c1ccc(S(=O)(=O)N2CCCCC2)cc1)N1CCN(c2ccccc2)CC1 do in these assays?
12-hLO inh: -3%; ALOX15B inhib: 5%; PNC assembly inh: 41; IMPase inh: -10

Results for CN(C)C(=O)CN(c1ccc(F)c(Cl)c1)S(C)(=O)=O ?
12-hLO inh: 0%; ALOX15B inhib: 11%[2.29 µM]; PNC assembly inh: inconclusive; IMPase inh: -4

How did CC(=O)N1CCN(CCN=CC2=C(O)CC(C)(C)CC2=O)CC1 do in these assays?
12-hLO inh: -3%; ALOX15B inhib: 3%; PNC assembly inh: inconclusive; IMPase inh: 16

Results for O=C(c1ccccc1)c1ccc2nc(-c3ccc(NC(=O)c4ccccc4F)cc3)[nH]c2c1 ?
12-hLO inh: -2%; PNC assembly inh: 60; IMPase inh: 0

How did O=[N+]([O-])c1cc(Cl)cc2c1nc(NCCO)c1ccccc12 do in these assays?
12-hLO inh: -6%[11.4 µM]; ALOX15B inhib: 0%[11.4 µM]

How did COc1cc2oc(=O)cc(-c3cccc(-c4ccc(C(C)=O)cc4)c3)c2c(OC)c1OC do in these assays?
12-hLO inh: -1%[0.00818 µM]; ALOX15B inhib: -16%[0.0915 µM]

Results for COc1ccccc1NC(=O)c1ccc(NC(=O)COC(=O)CCC2CCCC2)cc1 ?
12-hLO inh: -5%; PNC assembly inh: 23; IMPase inh: 10

Results for O=C1COc2ccc(C(=O)CSc3nnc(Cc4cccs4)n3-c3ccc(Cl)cc3)cc2N1 ?
12-hLO inh: 1%; ALOX15B inhib: 3%; PNC assembly inh: 70; IMPase inh: 8

Results for COc1cccc(NC(=O)c2oc3ccccc3c2NC(=O)C(C)(C)C)c1 ?
12-hLO inh: -9%; ALOX15B inhib: -11%[11.4 µM]; PNC assembly inh: inconclusive; IMPase inh: inconclusive

How did NC(=O)c1noc(C(=O)N(CC(=O)NC2CCCC2)Cc2ccc3c(c2)OCO3)c1N do in these assays?
12-hLO inh: -2%; PNC assembly inh: -1

How did COc1ccccc1NC(=O)c1ccc(NC(=O)COC(=O)CC(NC(=O)c2ccccc2Cl)c2ccccc2)cc1 (stereo not drawn) do in these assays?
12-hLO inh: -1%; PNC assembly inh: 11

Results for CCCCN(CC)CCCNC(=O)CC1Oc2ccccc2NC1=O (stereo not drawn) ?
12-hLO inh: 5%; ALOX15B inhib: 15%[11.4 µM]; PNC assembly inh: -109*; IMPase inh: -2[1.84 µM]

How did O=C(NC1CCCCC1)C(c1ccc2ncccc2c1)N(Cc1ccc(F)cc1)C(=O)c1cccs1 (stereo not drawn) do in these assays?
12-hLO inh: 0%; ALOX15B inhib: 11%; PNC assembly inh: 50; IMPase inh: -2

Results for CCOC(=O)N1CCC(NC(=O)C(CC(C)C)NC(=O)C2CCC(C)CC2)CC1 (stereo not drawn) ?
12-hLO inh: 5%; ALOX15B inhib: 0%; PNC assembly inh: -16; IMPase inh: 3

What do the screens show for `COc1ccc2c(c1OC)C(=O)OC2Nc1nc(-c2ccccc2)cs1` (stereo not drawn)?
12-hLO inh: 2%; ALOX15B inhib: 5%; PNC assembly inh: inconclusive; IMPase inh: 5

What do the screens show for `O=C(Nc1ccccc1)c1cccnc1N1CCCC1`?
12-hLO inh: -6%; ALOX15B inhib: -3%; PNC assembly inh: -15; IMPase inh: 2

What do the screens show for `O=C(NCc1ccccc1)C1CCC1`?
12-hLO inh: -4%; PNC assembly inh: inconclusive

What do the screens show for `COc1cccc(CNC(=O)CCS(=O)(=O)c2cccc3nonc23)c1`?
12-hLO inh: 1%; ALOX15B inhib: -3%; PNC assembly inh: 33; IMPase inh: -4

Copied from the listing for reference:
How did O=[N+]([O-])c1cc(Cl)cc2c1nc(NCCO)c1ccccc12 do in these assays?
12-hLO inh: -6%[11.4 µM]; ALOX15B inhib: 0%[11.4 µM]

How did COc1cc2oc(=O)cc(-c3cccc(-c4ccc(C(C)=O)cc4)c3)c2c(OC)c1OC do in these assays?
12-hLO inh: -1%[0.00818 µM]; ALOX15B inhib: -16%[0.0915 µM]

Screens (PubChem)
